SDO1 yeast rescue – sdo1-depleted yeast growth rescue. S. cerevisiae sdo1-depleted JHY4D growth rescue, OD600 30 h; active compounds read high; pdr5 snq2 efflux-pump mutant strain. z-score at 10 µM. 140,000 compounds, 0.21% hits. AID 817;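 active = z-score above 3 at both the 24 hr and the 30 hr optical density reads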;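 also: z-score against mean and SD of all compound wells on the same plate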
INS promoter inh – TRM-6 insulin promoter activity inhibition | TRM-6 cells (human fetal islet line), insulin promoter-eGFP reporter, imaging; reporter expression induced with tamoxifen | inhibition, % at 2 µM | 130,000 compounds, 0.9% hits | AID 1273;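 active = inhibition above the mean plus 3 SD, with well images judged a real hit on visual review, cut at about 60% in these data, passing the limit was not always enough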
SDO1 yeast rescue Rescue 24 h – second read-out of SDO1 yeast rescue, no call of its own (marks repeat the call); z-score; S. cerevisiae sdo1-depleted JHY4D growth rescue, OD600; measured here: growth rescue at 24 h;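 0 is the plate mean of compound wells and units are plate SD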
* marks the source's active call; other numbers are inactive results; / = no result given; & = joins results of further samples; [ ] = another dose, or the depositor's remark. Outcome played no part in choosing rows; overall some 0.99% were active at least once.

canonical_smiles,SDO1 yeast rescue,SDO1 yeast rescue Rescue 24 h,INS promoter inh
Cc1cc(C(=O)NNC(=S)NCC(C)C)cs1,0.73,0.19,-1.6
O=C(CN1CCCCCC1)Nc1ccc(Br)cc1Br,1.16,0.94,10.8
CCOC(=O)c1sc2nc(SC)nc(-c3ccc(Cl)cc3)c2c1N,-0.05,0.35,-3.5
CN1CCN(CC(O)COCc2ccc3c(c2)OCO3)CC1 (stereo not drawn),0.82,0.06,3.2
CCn1c(CSc2nnc(-c3cccnc3)n2-c2ccccc2C)nc2cc(C(=O)O)ccc21,-0.17,-1.18,-7.9
O=C1c2oc3ccccc3c(=O)c2C(c2ccc(O)cc2)N1c1nccs1 (stereo not drawn),/,/,16.7
O=C(NCCN1CCOCC1)c1cccc(Cl)c1,-0.58,-0.88,-82.3
CCOC(=O)C(C)Sc1nnc(NC(=O)c2ccc(C)c([N+](=O)[O-])c2)s1 (stereo not drawn),-0.2,0.03,/
Cc1cc(C)c(C)c(S(=O)(=O)N2C(=S)NC(=O)C2CC(C)C)c1C (stereo not drawn),-1.82,-1.19,-8.6
CCOc1ccc(OCC)c(NC(=O)C2CCCN(S(=O)(=O)c3cccs3)C2)c1 (stereo not drawn),-1.08,-0.92,-18.2
Cc1ccc(NC(=O)/C=C/c2ccc3c(c2)OCO3)cc1S(=O)(=O)N1CCOCC1,-0.67,0.09,20.0
N#Cc1ccc(OCC(=O)N2CCN(S(=O)(=O)c3cccs3)CC2)cc1,0.52,0.06,/
CC(N=c1ccccn1C(=O)Nc1ccc(F)cc1)c1ccco1 (stereo not drawn),-0.09,-0.41,/
COc1ccc(Cl)cc1NC(=S)N(Cc1cccnc1)Cc1ccco1,/,/,-33.3
Cc1c(N=C2SCC(=O)N2/N=C/c2ccccc2Cl)c(=O)n(-c2ccccc2)n1C,0.46,0.87,5.1
CN(C)c1nc(N)nc(Nc2ccccc2C#N)n1,0.9,0.34,/
COc1ccc(OC)c(-c2cc(C(=O)Nc3c(C)nn(Cc4ccc(Cl)cc4)c3C)no2)c1,-1.39,-1.46,-30.0
Cn1c(CCNC(=O)c2ccco2)nc2cc(NS(=O)(=O)c3ccc(Cl)cc3)ccc21,-0.62,-1.01,/
C/C(=N\OCc1ccccc1C#N)c1cc2ccccc2o1,/,/,23.1
C=CCn1c(SCC(=O)Nc2ccc3c(c2)OCO3)nc2ccccc2c1=O,-0.98,-1.87,21.1
CCOC(=O)N/N=C(/C)c1ccc([N+](=O)[O-])o1,0.29,-0.23,5.3
CCOC(=O)c1sc(N)c(C#N)c1COC(=O)CNC(=O)c1ccccc1,0.57,0.5,-36.4
COc1nc(-c2ccccc2)ccc1-c1noc(-c2ccccc2)n1,-0.82,0.76,/
COC(=O)Cc1ccc(NC(=S)NCc2ccccc2)cc1,-0.28,-0.65,/
CCOc1ccccc1NC(=O)C1CCCN(C(=O)NCc2ccccc2)C1 (stereo not drawn),0.91,0.17,45.7
CC1CCN(c2nc3c(c(=O)[nH]c(=O)n3C)n2CCCc2ccccc2)CC1,-1.57,-0.78,/
CN1CCCCc2c1nc1c(c2N)CCCC1,-0.36,-0.82,-9.7
Cn1c(SCC(=O)OC2CCCCC2)nnc1-c1ccco1,0.04,-0.7,61.5
CN(C)CCCCOc1cccc(Br)c1,1.7,2.72,32.3
CN(Cc1nc2ccccc2n1C)C(=O)c1cccs1,0.26,0.03,-21.1

7 of the entries above in order of their number in SDO1 yeast rescue Rescue 24 h, falling.
canonical_smiles,SDO1 yeast rescue,SDO1 yeast rescue Rescue 24 h,INS promoter inh
CN(C)CCCCOc1cccc(Br)c1,1.7,2.72,32.3
CCOC(=O)c1sc(N)c(C#N)c1COC(=O)CNC(=O)c1ccccc1,0.57,0.5,-36.4
CCOc1ccccc1NC(=O)C1CCCN(C(=O)NCc2ccccc2)C1 (stereo not drawn),0.91,0.17,45.7
CN(Cc1nc2ccccc2n1C)C(=O)c1cccs1,0.26,0.03,-21.1
CCOC(=O)N/N=C(/C)c1ccc([N+](=O)[O-])o1,0.29,-0.23,5.3
COC(=O)Cc1ccc(NC(=S)NCc2ccccc2)cc1,-0.28,-0.65,/
CC1CCN(c2nc3c(c(=O)[nH]c(=O)n3C)n2CCCc2ccccc2)CC1,-1.57,-0.78,/

Continuation:
canonical_smiles,SDO1 yeast rescue,SDO1 yeast rescue Rescue 24 h,INS promoter inh
COCCn1c(N)c(C(=O)NCc2cccs2)c2nc3ccccc3nc21,-2.62,-2.19,31.2
CS(=O)(=O)N(CC(=O)NC1CCCCCC1)Cc1ccc(Cl)cc1,0.95,0.81,-73.1
CCc1nc(Nc2ccc(N3CCN(C(C)=O)CC3)cc2)c2oc3ccccc3c2n1,0.36,1.37,/
CC(=O)N(C1=C(O)c2ccccc2C(=O)C1=O)C1CCCCC1,3.15*[12.9 µM],3.84*,38.2
N#Cc1ccccc1NC(=O)COC(=O)COc1ccccc1[N+](=O)[O-],/,/,61.9
COc1cc(OC)cc(-c2nnc(SCC(=O)N(C(C)C)C(C)C)o2)c1,-0.8,-0.8,/
O=C(CN1C(=O)CCC1=O)Nc1ccc(Br)cc1,-0.01,-0.13,3.1
Cc1ccc(C(=O)OCc2nnc(-c3ccccc3)o2)o1,1,1.75,-9.1
CCCCN(CCCC)CCCNC(=O)c1ccc2nc(-c3ccccc3NC(C)=O)c(=O)[nH]c2c1,/,/,11.8
CCN(CC)Cc1c(O)ccc2c(-c3ccccc3)cc(=O)oc12,-0.7,-0.99,27.8
CCC(=O)NC(NC(=S)Nc1c(C)n(C)n(-c2ccccc2)c1=O)C(Cl)(Cl)Cl (stereo not drawn),1.45,1.77,/
Fc1ccc2nc(Nc3nc4c(F)cc(F)cc4s3)sc2c1,-0.4,-0.67,/
COc1ccc(N2CC(C(=O)Nc3ccc(S(=O)(=O)Nc4nccs4)cc3)CC2=O)cc1 (stereo not drawn),/,/,-11.1
CCN(CC)S(=O)(=O)c1csc(C(=O)NCc2ccccc2)c1,1.51,1.46,-35.7
Cc1ccccc1-c1noc(-c2ccccc2F)n1,-0.37,-0.61,33.3
O=C(Nc1ccccc1)C(=O)Nc1ccccn1,1.86,2.74,10.0
CC(=O)c1cccc(NC(=O)N2CCCC2C(=O)Nc2cc(C)ccc2C)c1 (stereo not drawn),-0.36,0.78,25.0
CCc1c(C(=O)Nc2ccccc2)c(C)[nH]c(=S)c1C#N,0.72,-0.18,-3.1
CCOc1ccc2nc(Cl)c(C3CC(c4ccccc4)=NN3C(=O)c3ccco3)cc2c1 (stereo not drawn),-0.61,-0.38,-18.5
CCOc1ccc2[nH]c(=O)c(CN(Cc3cccs3)Cc3nnnn3C(C)(C)C)cc2c1,0.32,0.52,/
Cc1cc(O)c(/C=N/c2ccccn2)c(=O)o1,0.18,0.09,/
COc1ccc(CC(=O)Nc2nc(-c3cccnc3)cs2)cc1,0.41,1.61,/
COC(=O)c1ccc(C)c(NC(=O)CCSc2ccc(Cl)cc2)c1,0.32,0.31,-41.7
COc1ccccc1C1NC(c2ccccc2OC)C(C)C(=O)C1C (stereo not drawn),0.31,-0.64,-30.0
COc1cccc(NC(=S)NNC(=O)C(C)n2nc(C)c([N+](=O)[O-])c2C)c1 (stereo not drawn),4.03*,3.65*,/
Cc1cccc(-n2c(SCC(=O)N3CC(=O)Nc4ccccc43)nc3ccccc3c2=O)c1,/,/,-15.0
CC1CN(C(=O)Cn2c(C(F)(F)F)nc3ccccc32)CC(C)O1 (stereo not drawn),0.28,-0.34,-11.1
COCCCN(C(=S)Nc1cccc(Cl)c1)C(C)c1ccncc1 (stereo not drawn),-0.36,-0.32,-5.4
COc1ccc(NC(=O)CCc2nc3ccccc3[nH]2)cc1,/,/,0.0
CCOC(=O)c1c(NC(=O)CSc2n[nH]c(CNc3ccccc3)n2)sc(C)c1C,-0.68,1.41,41.2

The list continues.
| SMILES | SDO1 yeast rescue | SDO1 yeast rescue Rescue 24 h | INS promoter inh |
| --- | --- | --- | --- |
| Cc1cc(C)cc(C(=O)/C=C2\NC(=O)CS2)c1 | 1.29 | -0.5 | / |
| O=C(Nc1cnccn1)Nc1ccccc1Cl | / | / | 40.0 |
| O=C(O)Cc1sc(Nc2ccccc2)nc1-c1ccc(Cl)cc1 | / | / | -16.7 |
| CCCOc1ccc(C(=O)NCC(C)(C)N2CCOCC2)cc1 | / | / | 0.0 |
| COC(=O)c1c(NC(=O)CN2CCN(c3ccccc3OC)CC2)c2c(C)cccc2n1C | 0.24 | 1.01 | / |
| CCOC(=O)N1CCC(N2Cc3cccc(C(=O)Nc4ccc(OC)c(OC)c4)c3C2=O)CC1 | -0.51 | -0.83 | / |
| COc1ccc(CCNC(=S)Nc2cccc(C)c2)cc1 | -1.53 | -1.21 | -31.2 |
| COCCNc1c(-c2ccc(O)cc2)nc2ccc(Cl)cn12 | 0.25 | 0.04 | 18.8 |
| COc1cc2c(cc1OC)CN(C(=O)CCCN1C(=O)c3ccccc3C1=O)CC2 | 0.44 | 0.14 | / |
| COc1ccccc1-n1nnnc1SCC(=O)Nc1ccccn1 | -0.62 | -1.4 | 13.8 |
| CC(=O)Nc1ccc(Nc2ccc3nonc3c2[N+](=O)[O-])cc1 | / | / | 41.7 |
| CC(=O)c1cccc(NC(=O)c2cc3ccccn3n2)c1 | 0.3 | 0.14 | / |
| COCCn1c(=NC(=O)CSCC(=O)Nc2cc(C)on2)sc2cc(C(=O)OC)ccc21 | -0.77 | -0.5 | -22.2 |
| COc1ccc(S(=O)(=O)NNC(=O)c2csc(-n3nc(C)cc3C(F)(F)F)n2)cc1 | 0.43 | 1.25 | -10.7 |
| Cc1cccc(N2CCN(C(=O)N3CCOCC3)CC2)c1C | / | / | -61.5 |
| CCCC(=O)C1=C(O)C(C(=O)OC)C(C)(C)CC1=Nc1ccncc1 (stereo not drawn) | 1.29 | 0.99 | -30.4 |
| O=C(NCc1ccc(C(F)(F)F)cc1)C1CC(c2c(Cl)cccc2Cl)=NO1 (stereo not drawn) | -0.67 | 0.12 | 26.7 |
| CC(C(=O)Nc1ccccc1C(=O)N1CCOCC1)N(c1ccccc1)S(C)(=O)=O (stereo not drawn) | -0.09 | -0.14 | -289.5 |
| Cc1nc2ccc(NC(=O)c3ccc(Cl)c([N+](=O)[O-])c3)cc2s1 | 0.19 | 0.3 | / |
| CSc1nc2sc3c(c2c(=O)[nH]1)CCc1ccccc1-3 | -0.36 | 0.46 | 3.6 |
| Cc1ccc(O)c(C(=O)c2cc(C#N)c(=O)n(-c3c(C)n(C)n(-c4ccccc4)c3=O)c2)c1 | 0.6 | 0.16 | -31.4 |
| COC(=O)c1cc2ccsc2n1CC(=O)NCC1CCCO1 (stereo not drawn) | -0.07 | 0.06 | / |
| Cc1ccc(CN2CCN(CC(=O)N=Nc3c(O)[nH]c4ccccc34)CC2)cc1 | 0.37 | -0.47 | / |
| COCCNC(=O)c1ccccc1NC(=O)c1ccc(Cl)c(S(=O)(=O)Nc2ccc(C)cc2C)c1 | 0.09 | 1.06 | -29.2 |
| CCCCn1c(CNC(=O)c2cccs2)nc2ccccc21 | -1.05 | -1.38 | / |
| COc1ccc(C(=O)COC(=O)C(C(C)C)N2C(=O)C3C4C=CC(C4)C3C2=O)cc1 (stereo not drawn) | 0.2 | -0.09 | 18.5 |
| CCc1nnc(NC(=O)C2CCCN2C(=O)Nc2ccccc2OC)s1 (stereo not drawn) | -0.09 | -0.25 | -6.7 |
| O=C(Nc1c(C(=O)N2CCOCC2)cnn1-c1ccccc1)c1ccccc1 | 1.44 | 1.18 | -33.3 |
| COc1ccc(/C=N/Nc2ncnc3scc(-c4ccccc4)c23)cc1OC | -1.23 | -0.36 | -40.6 |
| CCSc1cc(N2CCCC2)nc(-c2ccc(F)cc2)n1 | -0.58 | -0.1 | / |
| c1ccc2oc(SCc3cn4ccccc4n3)nc2c1 | 0.67 | 0.61 | -112.5 |
| CC(C)c1nc(C#N)c(N2CCOCC2)o1 | 0.93 | 0.38 | -12.5 |
| CCOC(=O)c1cnn(-c2ccccc2)c1NC(=O)c1ccccc1C | -1.1 | -1.2 | 5.4 |
| Cc1cc(C)c2c(N)c(C(=O)Nc3nccs3)sc2n1 | -0.46 | -0.91 | 33.3 |
| N#Cc1nc(Cc2ccccc2)oc1NCc1ccccc1 | -1.08 | -1.28 | -9.7 |
| O=C(CCN1C(=O)c2ccccc2C1=O)NCCC1=CCCCC1 | 0.7[10.7 µM] | 0.04 | / |
| CCOC(=O)c1cnc(SCc2nc(N)nc(Nc3ccc(F)cc3)n2)nc1N | -0.64 | 0.33 | 25.0 |
| CCOC(=O)c1nn(-c2ccc(C)c(C)c2)c(=O)c2c(N)scc12 | 2.01 | 3.53 | 5.1 |
| Cc1nnc(SC(C)C(=O)NC2CCCc3ccccc32)n1-c1ccccc1 (stereo not drawn) | 0.22 | -0.07 | / |
| Cc1ccc(Cn2ccc(NC(=O)c3noc4c3CCc3ccccc3-4)n2)cc1 | -1.32 | 2.39 | -15.4 |
| CCS(=O)(=O)c1nc(S(=O)(=O)c2ccc(Cl)cc2)c(NCc2ccco2)s1 | 0.12 | -0.6 | 38.7 |
| CCOc1cc(C2C(C(=O)c3ccco3)=C(O)C(=O)N2CCc2ccccc2)ccc1O (stereo not drawn) | 0.46 | 0.32 | / |
| CCOc1ccc2cc(C3CC(c4ccco4)=NN3S(=O)(=O)c3ccccc3)c(Cl)nc2c1 (stereo not drawn) | -0.66 | -0.31 | -18.8 |
| CN(C)C(=O)c1cc(C(=O)c2ccccc2C(F)(F)F)c[nH]1 | / | / | -33.3 |
| Cn1nnc(NC(=O)c2ccc(C(C)(C)C)cc2)n1 | 1.26&-0.74 | 0.31&-0.76 | -42.9 |
| NS(=O)(=O)c1ccc(NC(=O)CN2CCCC2)cc1 | / | / | 30.8 |
